SKN-1 block = C. elegans SKN-1 inhibition. AID 624304. inhibition, % at 21.8 µM. 0.49% of 360,000 active. C. elegans VP596 Pgst-4::GFP/RFP ratio, acrylamide-induced, 24 h;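 active = interference check ratio from 0.5 to 1.5 plus GFP to RFP signal ratio inhibition reaching or exceeding a fixed threshold, cut at about 30% in these data, passing the limit was not always enough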; also: some compounds called inactive have numbers as strong as hits
E coli Lon inh = inhibitors of E. coli Lon protease; P0A9M0; purified E. coli Lon protease, fluorescence polarization; inhibition, % at 7.94 µM; 0.42% of 360,000 active; in the data active = inhibition above about 13%, passing the limit was not always enough;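 also: 0% = enzyme with probe and DMSO and 100% = no enzyme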
Neddyl block = cullin neddylation inhibition | TR-FRET cullin neddylation, biochemical | calls only at 25 µM | 0.58% of 360,000 active | AID 651699; in the data active = inhibition above about 36%
Target sequence (P61081 whole entry, looked up): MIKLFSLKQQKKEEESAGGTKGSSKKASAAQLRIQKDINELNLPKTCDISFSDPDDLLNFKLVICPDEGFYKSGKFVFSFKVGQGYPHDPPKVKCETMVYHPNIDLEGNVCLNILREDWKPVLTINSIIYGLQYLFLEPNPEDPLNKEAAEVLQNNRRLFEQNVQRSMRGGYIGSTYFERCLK
Target sequence (Q13564 whole entry, looked up): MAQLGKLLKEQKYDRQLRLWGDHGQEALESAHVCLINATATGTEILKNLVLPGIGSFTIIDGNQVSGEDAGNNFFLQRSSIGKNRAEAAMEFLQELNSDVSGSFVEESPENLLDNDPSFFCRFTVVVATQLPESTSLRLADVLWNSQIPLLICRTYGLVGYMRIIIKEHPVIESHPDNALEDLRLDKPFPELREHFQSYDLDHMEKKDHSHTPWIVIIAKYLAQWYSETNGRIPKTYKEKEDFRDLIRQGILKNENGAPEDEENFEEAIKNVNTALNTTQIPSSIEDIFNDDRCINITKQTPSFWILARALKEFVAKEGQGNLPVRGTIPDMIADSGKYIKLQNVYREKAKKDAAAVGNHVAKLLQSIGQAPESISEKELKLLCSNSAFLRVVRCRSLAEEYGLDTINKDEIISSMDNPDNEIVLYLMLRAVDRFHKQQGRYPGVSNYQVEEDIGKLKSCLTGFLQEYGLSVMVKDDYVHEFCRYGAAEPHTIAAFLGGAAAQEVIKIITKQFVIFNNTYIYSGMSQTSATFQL
MT1-MMP act inh = inhibitors of human MT1-MMP activation; HT1080 RFP-PRO-GFP cells, GFP/RFP ratio fluorescence, overnight; percent of plate control window, DMSO zero; GFP/RFP ratio change, % at 20 µM; 0.061% of 360,000 active; AID 651647;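 active = GFP/RFP ratio change of at least 30% with cell ATP level not reduced by more than half and red fluorescence within 50% of control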; also: strong numbers were not always called active
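Assay system: HT1080 cells carrying an RFP-PRO-GFP reporter | Dosing: Single dose of 20 µM compound, 1% DMSO final | Incubation: Cells overnight before dosing, compound overnight, 37 °C, 5% CO2 | Evaluation: GFP/RFP fluorescence ratio | Control set: DMSO and RFP-L50D-GFP cell wells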
NRP1-CendR mod = modulators of CendR peptide binding to human neuropilin-1; inhibition, % at 25 µM; FAM-RPARPAR peptide binding to NRP-1, fluorescence polarization; AID 602438; O14786; 0.85% of 360,000 active;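 active = inhibition or corrected inhibition above about 18%, plus a signal ratio from 0.5 to 1.5, limit read from the data, passing the limit was not always enough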; also: strong numbers were not always called active
MsrA inh = inhibits bovine methionine sulfoxide reductase A. inhibition, % at 15.5 µM. 0.75% of 360,000 active. purified bovine MsrA, absorbance read-out. AID 651718; in the data active = inhibition above about 4.5%;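 also: 0% = vehicle wells with enzyme and 100% = reference inhibitor wells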
Rin1-Abl PPI inh = human Rin1-Abl interaction inhibition; TR-FRET Rin1/Abl binding, biochemical; inhibition, % at 7.35 µM; 0.4% of 360,000 active; AID 588664; in the data active = inhibition above about 5%, passing the limit was not always enough
MsrA act = activators of bovine methionine sulfoxide reductase A; AID 602163; activation, % at 10.6 µM; purified bovine MsrA, absorbance read-out; 0.3% of 360,000 active; in the data active = activation above about 7.5%;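 also: 0% = vehicle and 100% = reference activator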
FAS TE block = blocks the thioesterase domain of human fatty acid synthase; P49327; recombinant FAS-TE, OMFH fluorogenic substrate, fluorescence endpoint; inhibition, % at 15 µM; 0.67% of 360,000 active; AID 602261;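 active = compounds whose normalised, plate-corrected inhibition of enzyme fluorescence in the single-dose primary screen is 50% or more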;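 also: 0% = DMSO with enzyme and 100% = substrate without enzyme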
Active calls of the source: *; i = inactive.

SMILES	SKN-1 block	E coli Lon inh	Neddyl block	MT1-MMP act inh	NRP1-CendR mod	MsrA inh	Rin1-Abl PPI inh	MsrA act	FAS TE block
CCOc1ccc(NC(=O)CN(C)C(=O)c2cc([N+](=O)[O-])ccc2N2CCOCC2)cc1OCC	19.9	-0.7	i	-1.3	-1.9	2.6	-1.2	-0.9	10.2
COc1ccc(/C=C/C(=O)NCC2COc3ccccc3O2)c(OC)c1 (stereo not drawn)	4.7	6.2	i	2.9	4.1	2.8	1.6	-6.4	12.0
Fc1ccc(-c2nc3ccc(Cl)cn3c2Cc2ccccc2)cc1	3.9	1.9	i	-3.3	4.8	-0.1	-4.5	-5.0	14.7
CN(CCC#N)C(=O)COC(=O)[C@H](Cc1ccccc1)N1C(=O)c2ccccc2C1=O	-4.7	5.2	i	-5.4	11.3	-0.7	0.6	-2.2	-1.5
CC(C)(C)NC(=O)C[C@H]1C[C@H](C(=O)N2CCCCC2)[C@@]2(C)c3[nH]c4ccc(Cl)cc4c3CCN2C1=O	2.4	-2.2	i	-6.3	7.0	0.2	1.1	-9.0	1.0
COc1ccc(C(=O)CSc2ccc(-c3ccccc3)nn2)cc1	-8.3	9.2	i	3.6	1.8	0.5	-1.0	-7.6	7.6
CC(OC(=O)c1nn(C)c(=O)c2ccccc12)C(=O)NC1CCCCC1C (stereo not drawn)	9.2	-5.6	i	0.3	2.0	1.5	5.2	-0.5	-5.1
O=C(O)c1ccccc1CSc1nnnn1-c1ccccc1	-14.9	6.3	i	0.4	-4.4	-0.7	0.2	-4.9	-3.1
CCc1ccc(C(=O)C(C)OC(=O)c2nn(C)c(=O)c3ccccc23)cc1 (stereo not drawn)	-3.8	5.8	i	12.0	0.7	-1.0	0.5	-2.5	18.3
COc1cc2c(cc1O)[C@@H]1Cc3cc(O)c(OC)cc3[C@H](C2)N1C	8.2	0.0	i	-3.6	10.8	0.4	-1.0	0.7	-4.5
Clc1ccc(-c2nnc(COc3ncnc4ccccc34)o2)cc1	2.5	10.5	i	0.4	-3.6	0.0	0.3	-0.6	2.4
CC(C)c1ccc(Nc2ncccc2C(=O)O)cc1	-4.4	1.4	i	0.6	13.2	0.8	7.6	-1.7	-0.9
CC1=NN(c2ccc(F)cc2)C(=O)C1C(c1cccc(O)c1)c1c(C)[nH]n(-c2ccc(F)cc2)c1=O (stereo not drawn)	27.2	-0.4	i	5.6	2.0	-1.5	4.6	-3.8	2.8
Cc1ccc2[nH]c(=O)c(CN(Cc3ccccc3)Cc3nnnn3C3CCCC3)cc2c1	4.4	-2.2	i	-11.6	-15.5	1.3	1.7	-1.9	20.5
C/C(=N\NC(=O)c1ccccc1)c1cc2cc([N+](=O)[O-])ccc2oc1=O	6.3	-7.2	i	1.0	-14.3	0.4	3.2	-9.6	5.7
COc1ccc([N+](=O)[O-])cc1NC(=O)CSc1nc(C)cc(C)n1	-4.9	-9.0	i	3.8	-3.2	1.4	-3.1	-0.1	18.0
COc1cc2c(cc1OC)-c1c(OC)c(OC)cc3ccnc(c13)C2=O	25.1	9.7	i	14.2	4.5	0.4	-11.8	4.0	-3.0
O=C(/C=C\c1ccco1)Nc1ccc(N2CCN(C(=O)c3ccccc3)CC2)cc1	7.3	-1.1	i	7.0	2.8	2.5	-0.5	-3.8	-6.2
COC(=O)c1ccccc1NC(=O)c1ccc(-c2ccccc2F)o1	2.0	-3.7	i	-4.1	-6.3	-0.3	1.0	-2.4	12.7
O=C(Nc1ccc(C(=O)O)cc1)/C(=C\c1ccc2c(c1)OCO2)NC(=O)c1ccc(Br)o1	-5.5	-7.5	i	-4.2	-25.1	5.1*	5.0	-6.8	-4.5
CN(C)CCN(C(=O)c1ccc(S(=O)(=O)N(C)c2ccccc2)cc1)c1nc2ccc(Cl)cc2s1	11.6	4.3	i	-3.4	-3.4	0.3	1.5	1.9	19.5
CC(=O)Nc1ccc(S(=O)(=O)N2CCCc3ccccc32)cc1	5.2	-5.3	i	-3.3	4.3	1.1	2.2	-1.2	-3.7
Cc1cccc(CNc2ccc(C(CC(N)=O)NC(=O)c3ccccc3)cc2[N+](=O)[O-])c1 (stereo not drawn)	0.2	-17.3	i	11.2	-14.0	-1.0	-5.1	0.6	-1.5
CCOc1cc(C(=O)O/N=C(\N)c2ccc([N+](=O)[O-])cc2)cc(OCC)c1OCC	-1.9	-8.7	i	2.8	-5.3	0.5	-0.7	-3.9	-2.1
CC(C)N(C(=O)COC(=O)[C@H](C)NC(N)=O)c1ccccc1	-0.4	3.9	i	-3.8	13.7	0.4	-5.4	-12.7	-0.2
C/C(=N\O)C(=O)NCC1CCNCC1	-11.5	8.6	i	2.2	-0.3	-0.5	-1.5	-1.9	-3.1
CC1CC1C(=O)OCC(=O)Nc1ccc2[nH]c(=O)[nH]c2c1 (stereo not drawn)	-12.6	11.8	i	0.7	-1.4	-0.6	3.0	-3.2	5.6
CCOC(=O)C1CCN(S(=O)(=O)c2csc(C(N)=O)c2)CC1	3.6	-11.6	i	3.4	2.2	-0.5	-3.0	-1.5	-0.9

In the list so far, these contain four or more nitrogen atoms:
SMILES	SKN-1 block	E coli Lon inh	Neddyl block	MT1-MMP act inh	NRP1-CendR mod	MsrA inh	Rin1-Abl PPI inh	MsrA act	FAS TE block
CCOc1ccc(NC(=O)CN(C)C(=O)c2cc([N+](=O)[O-])ccc2N2CCOCC2)cc1OCC	19.9	-0.7	i	-1.3	-1.9	2.6	-1.2	-0.9	10.2
CC(C)(C)NC(=O)C[C@H]1C[C@H](C(=O)N2CCCCC2)[C@@]2(C)c3[nH]c4ccc(Cl)cc4c3CCN2C1=O	2.4	-2.2	i	-6.3	7.0	0.2	1.1	-9.0	1.0
O=C(O)c1ccccc1CSc1nnnn1-c1ccccc1	-14.9	6.3	i	0.4	-4.4	-0.7	0.2	-4.9	-3.1
Clc1ccc(-c2nnc(COc3ncnc4ccccc34)o2)cc1	2.5	10.5	i	0.4	-3.6	0.0	0.3	-0.6	2.4
CC1=NN(c2ccc(F)cc2)C(=O)C1C(c1cccc(O)c1)c1c(C)[nH]n(-c2ccc(F)cc2)c1=O (stereo not drawn)	27.2	-0.4	i	5.6	2.0	-1.5	4.6	-3.8	2.8
Cc1ccc2[nH]c(=O)c(CN(Cc3ccccc3)Cc3nnnn3C3CCCC3)cc2c1	4.4	-2.2	i	-11.6	-15.5	1.3	1.7	-1.9	20.5
COc1ccc([N+](=O)[O-])cc1NC(=O)CSc1nc(C)cc(C)n1	-4.9	-9.0	i	3.8	-3.2	1.4	-3.1	-0.1	18.0
CN(C)CCN(C(=O)c1ccc(S(=O)(=O)N(C)c2ccccc2)cc1)c1nc2ccc(Cl)cc2s1	11.6	4.3	i	-3.4	-3.4	0.3	1.5	1.9	19.5
Cc1cccc(CNc2ccc(C(CC(N)=O)NC(=O)c3ccccc3)cc2[N+](=O)[O-])c1 (stereo not drawn)	0.2	-17.3	i	11.2	-14.0	-1.0	-5.1	0.6	-1.5

2 neighbouring entries out of the list so far, quoted:
SMILES	SKN-1 block	E coli Lon inh	Neddyl block	MT1-MMP act inh	NRP1-CendR mod	MsrA inh	Rin1-Abl PPI inh	MsrA act	FAS TE block
CN(C)CCN(C(=O)c1ccc(S(=O)(=O)N(C)c2ccccc2)cc1)c1nc2ccc(Cl)cc2s1	11.6	4.3	i	-3.4	-3.4	0.3	1.5	1.9	19.5
CC(=O)Nc1ccc(S(=O)(=O)N2CCCc3ccccc32)cc1	5.2	-5.3	i	-3.3	4.3	1.1	2.2	-1.2	-3.7

Assay outcomes: PubChem, several laboratories
